Source: PubChem (Southern Research Specialized Biocontainment Screening Center)
VEEV TC-83 Vero: inhibitors of VEEV TC-83 cytopathic effect, confirmation, Vero cells (AID 588727); inhibition, % at 20 µM; hits with a dose series show IC50 in µM; hit rate 0.13% among 350,000; Vero cells, VEEV TC-83 cytopathic effect inhibition; higher % means a stronger effect; in the data active means a potency from the dose series; inconclusive means inhibition mostly from about 14% at the one dose, without a potency; inactive means the rest, 99 in 100 with inhibition below about 12%; further: strong numbers were not always called active
M. tuberculosis HTS: M. tuberculosis growth inhibition, HTS (AID 449762); hit rate 0.59% among 330,000; inhibition, % at 25 µM; hits with a dose series show IC50 in µM; M. tuberculosis H37Rv growth inhibition, 7H9 media; higher % means a stronger effect; in the data active means a potency from the dose series; inconclusive means inhibition above about 70% without an active follow-up result;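 further: bacterial growth assessed after seven days of incubation; strong numbers were not always called active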
Salmonella PhoP GFP: Inhibition of PhoP regulon, Salmonella typhi GFP reporter cells, confirmation, 4 h (AID 1850); hit rate 0.33% among 310,000; one-dose inhibition, % at 50 µM; IC50 in µM for titrated hits; Salmonella Typhi PhoP-promoter GFP reporter, fluorescence, 4 h; higher % means a stronger effect; in the data active means a potency from the dose series; inconclusive means inhibition mostly from about 25% at the one dose, without a potency; inactive means the rest, 99 in 100 with inhibition below about 19%;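 further: 0% = induced wells with vehicle and 100% = uninduced wells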
M. tuberculosis: growth inhibition of non-replicating M. tuberculosis (AID 488890); Mycobacterium tuberculosis non-replicating, growth inhibition; higher % means a stronger effect; inhibition, % at 25 µM, or IC50 in µM where a hit was titrated; hit rate 0.39% among 320,000; in the data active means a potency from the dose series; inconclusive means inhibition mostly from about 82% at the one dose, without a potency; inactive means the rest, 99 in 100 with inhibition below about 76%;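 further: plate controls were DMSO cells for no effect and high antibiotic wells for full effect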
influenza NS1A: H1N1 influenza NS1A inhibitors, functional cell based assay (AID 504329). NS1A functional cell-based assay, percent inhibition; higher % means a stronger effect. inhibition, % at 12.5 µM; hits with a dose series show IC50 in µM. hit rate 0.3% among 340,000; in the data active means a potency from the dose series; inconclusive means inhibition above about 27% without an active follow-up result; further: strong numbers were not always called active
VEEV TC-83 Vero 10K pilot screen: second read-out of VEEV TC-83 Vero, no call of its own (marks repeat the call); inhibition, %; measured here: 10K pilot screen inhibition
The depositor's hits bear a star; i = inactive; ? = inconclusive; . = not tested or not shown. An unsorted share of the library; overall some 1.5% were active at least once.

SMILES	VEEV TC-83 Vero	M. tuberculosis HTS	Salmonella PhoP GFP	M. tuberculosis	influenza NS1A	others
Cc1ccc(NC(=O)CSc2ccc3c(c2)OCCO3)nc1	5.3%	-3.7%	2.1%	76.7%	-12.3%
CC(C)N(Cc1nc(-c2ccccc2)no1)C(=O)C1CCCCC1	i	1.5%	-3.9%	4.6%	-0.2%	VEEV TC-83 Vero 10K pilot screen=0.6
CCN(CC)S(=O)(=O)c1ccc(N2CCCC2)c(NC(=O)c2nn(C)c(=O)c3ccccc23)c1	8.0%	-4.5%	.	64.0%	4.9%
O=C(c1ccccc1)N1N=C(c2ccc(F)cc2)CC1(O)C(F)(F)F (stereo not drawn)	1.7%	14.8%	-0.7%	.	2.8%
Cc1cccc(N2CCN(Cc3cn(C)nc3-c3ccccc3F)CC2)n1	2.1%	4.4%	-4.3%	16.2%	-7.3%
O=C(O)c1cccc(COc2ccc3c(c2)CCC3)c1	1.2%	-16.2%	-11.4%	29.3%	-9.4%
Cc1cccc(NC(=O)NNC(=O)COc2ccc3ccccc3c2)c1	4.1%	-0.3%	-3.0%	-5.5%	-7.9%
COc1ccc(C2C(C(=O)NC(C)C)c3ccccc3C(=O)N2C)cc1OC (stereo not drawn)	3.9%	.	-9.9%	-17.9%	-5.8%
COc1ccc(CNC(=O)Cn2cncn2)cc1OC	1.4%	-7.9%	6.0%	5.7%	5.6%
O=[N+]([O-])c1cccc(-n2cc3ccc([N+](=O)[O-])cc3n2)c1	6.7%	3.1%	.	5.1%	-17.6%
O=C(Nc1ccc(S(=O)(=O)Nc2ncccn2)cc1)c1ccccc1Br	1.4%	6.3%	10.8%	9.5%	-2.5%
Cc1c(NS(=O)(=O)c2cc(C(=O)NC(C)c3ccccc3)ccc2Cl)c(=O)n(-c2ccccc2)n1C (stereo not drawn)	7.3%	.	.	.	-10.0%
Cn1c(=O)c2c(nc(SCC(=O)O)n2Cc2cccc(C(F)(F)F)c2)n(C)c1=O	0.5%	-9.8%	6.8%	-4.3%	1.8%
Cc1ccccc1-c1nc(CS(=O)(=O)CC(=O)NCCCN2CCCC2)c(C)o1	1.3%	-7.7%	-2.5%	13.9%	-16.4%
Cn1cnnc1SCC(=O)N1CCC(Cc2ccccc2)CC1	0.7%	-9.1%	-5.8%	57.1%	8.1%
O=S(=O)(Nc1cccc2cn[nH]c12)c1ccc(F)cc1	5.2%	9.6%	-0.8%	4.1%	-6.0%
CCCN(CCC)Cc1c(C(=O)N/N=C/c2ccsc2)nnn1-c1nonc1N	0.2%	9.4%	8.4%	4.4%	2.7%
O=c1c2ccccc2nc(-c2ccccc2)n1-c1ccncc1	1.2%	-0.3%	7.0%	-13.9%	-11.3%
CCOc1ccc(S(=O)(=O)N2CCC(C(=O)OC(C)C(=O)NC3CCCCC3C)CC2)cc1 (stereo not drawn)	0.1%	-14.6%	.	21.3%	-9.0%
COCCCNC(=O)Cn1c(=O)n(Cc2ccc(F)cc2)c(=O)c2sccc21	i	2.8%	1.0%	-0.2%	-9.1%
COc1ccccc1CCNC(=O)C(=O)NCCC1CCCCN1S(=O)(=O)c1cccs1 (stereo not drawn)	9.8%	6.8%	0.6%	23.8%	-5.5%
COc1cccc(NC(=O)Cn2c(=O)n(-c3ccccc3)c(=O)c3sccc32)c1	2.3%	-7.2%	12.3%	-13.7%	7.9%
Cc1cc(=O)oc(C)c1C(=O)NC12CC3CC(CC(C3)C1)C2	1.0%	6.6%	-10.7%	-0.5%	-3.4%	VEEV TC-83 Vero 10K pilot screen=1.1
O=C(Nc1ncnc2c1C(c1ccccc1)c1c(ccc3ccccc13)O2)c1ccccc1 (stereo not drawn)	4.7%	-6.9%	.	-12.3%	-4.8%
O=C(CCNS(=O)(=O)c1cccc2nsnc12)N1CCc2ccccc21	5.8%	-11.4%	8.4%	-4.4%	-0.3%

(next part)
SMILES	VEEV TC-83 Vero	M. tuberculosis HTS	Salmonella PhoP GFP	M. tuberculosis	influenza NS1A	others
COc1cccc(C2/C(=C(\O)c3ccc4c(c3)OCCO4)C(=O)C(=O)N2CCN(C)C)c1 (stereo not drawn)	0.8%	-2.5%	8.8%	-12.2%	-2.7%
O=[N+]([O-])c1ccc(N2CCN(C(=S)NC3CCCCC3)CC2)cc1	5.9%	53.3%	16.8%	46.9%	9.2%
Cn1c(=O)c2cn3c(c2n(C)c1=O)C(c1ccccc1)CC(c1ccccc1)=N3 (stereo not drawn)	8.1%	19.1%	0.9%	33.0%	0.9%
COc1ccc(-c2nnc(N3CCOCC3)c3ccccc23)cc1	i	1.7%	-3.9%	8.0%	-2.4%
CCC(C(=O)NCc1ccc(F)cc1)n1nc(C)n2c(cc3occc32)c1=O (stereo not drawn)	i	-12.8%	-2.1%	-3.7%	-2.8%
CCN(Cc1cc(=O)n2ccsc2n1)Cc1nc2cc(OC)c(OC)cc2c(=O)[nH]1	0.8%	8.8%	-1.7%	30.9%	-3.2%
COC(=O)N/N=C/c1cccc(OC(=O)c2ccc3c(c2)OCO3)c1	2.2%	19.7%	1.3%	24.6%	2.7%
COc1ccc(C2NC(=O)CCC2[N+](=O)[O-])cc1OC (stereo not drawn)	0.0%	15.6%	-8.3%	-1.1%	15.7%
Cc1ccccc1NC(=O)COC(=O)c1cc[n+]([O-])cc1	3.8%	-1.1%	0.8%	-0.3%	-4.2%
CCCC1(c2ccccc2)NC(=O)N(C/C=C/Cl)C1=O (stereo not drawn)	i	0.8%	3.1%	13.2%	-1.6%
Cc1ccc(-c2cc(C(=O)Nc3ccc(S(=O)(=O)Nc4ncccn4)cc3)[nH]n2)c(O)c1C	1.0%	10.0%	-2.0%	-2.0%	10.8%
Cc1ccc(/C=N/NC(=O)c2cccc([N+](=O)[O-])c2)o1	1.6%	-3.9%	2.8%	33.3%	-2.7%
O=P(C(=NCCO)NO)(N1CCOCC1)N1CCOCC1	1.9%	0.2%	-1.5%	3.3%	-5.1%
COc1ccc(CCNC(=O)c2cc(C(C)C)on2)cc1OC	i	-0.8%	-4.0%	-2.2%	0.8%
CC(=O)c1c(C)[nH]c(C(=O)COC(=O)CN(C)S(=O)(=O)c2ccc(Cl)cc2)c1C	1.5%	-1.1%	9.2%	0.6%	11.0%
CCOC(=O)N1CCN(S(=O)(=O)c2cc(Br)cc3c2N(C(=O)CC)CC3)CC1	2.1%	-0.9%	-4.7%	-6.4%	-4.1%	VEEV TC-83 Vero 10K pilot screen=1.3
CSCC[C@H](NC(=O)[C@@H]1Cc2ccccc2CN1)C(=O)NC1CCCCC1	0.1%	0.0%	-17.9%	6.4%	1.5%
O=C1CC(=O)CC(c2ccccc2Cl)C1	1.0%	-0.8%	-2.2%	-7.3%	-2.1%
COc1ccc(/C=C2\Oc3cc(OCC(=O)N4CCC[C@H]4CO)ccc3C2=O)c(OC)c1	9.6%	-4.4%	6.1%	19.9%	-0.7%
CC(=O)c1c(C)[nH]c(C(=O)NCc2ccco2)c1C	0.6%	-3.0%	15.1%	-10.2%	-26.3%
CC(=O)Cc1nsc(NC(=O)c2cccc(F)c2)n1	i	2.7%	-2.9%	7.5%	-8.7%
COc1cccc(CNS(=O)(=O)c2ccc3c(c2)NC(=O)CS3)c1	0.4%	12.2%	28.1%	15.5%	-2.1%
CCc1ccc(-c2cnc3nc[nH]c(=O)c3n2)cc1	2.8%	0.0%	1.6%	-4.7%	-1.8%
O=C(NCc1ccc2c(c1)OCO2)c1cccc(S(=O)(=O)N2CCOCC2)c1	3.0%	-9.8%	8.8%	8.9%	2.8%
O=C(COC(=O)c1cnccn1)Nc1ncc(Cl)cc1Cl	1.4%	-5.6%	4.6%	-19.0%	-2.2%

In the list so far, 7 have fluorine:
SMILES	VEEV TC-83 Vero	M. tuberculosis HTS	Salmonella PhoP GFP	M. tuberculosis	influenza NS1A	others
O=C(c1ccccc1)N1N=C(c2ccc(F)cc2)CC1(O)C(F)(F)F (stereo not drawn)	1.7%	14.8%	-0.7%	.	2.8%
Cc1cccc(N2CCN(Cc3cn(C)nc3-c3ccccc3F)CC2)n1	2.1%	4.4%	-4.3%	16.2%	-7.3%
Cn1c(=O)c2c(nc(SCC(=O)O)n2Cc2cccc(C(F)(F)F)c2)n(C)c1=O	0.5%	-9.8%	6.8%	-4.3%	1.8%
O=S(=O)(Nc1cccc2cn[nH]c12)c1ccc(F)cc1	5.2%	9.6%	-0.8%	4.1%	-6.0%
COCCCNC(=O)Cn1c(=O)n(Cc2ccc(F)cc2)c(=O)c2sccc21	i	2.8%	1.0%	-0.2%	-9.1%
CCC(C(=O)NCc1ccc(F)cc1)n1nc(C)n2c(cc3occc32)c1=O (stereo not drawn)	i	-12.8%	-2.1%	-3.7%	-2.8%
CC(=O)Cc1nsc(NC(=O)c2cccc(F)c2)n1	i	2.7%	-2.9%	7.5%	-8.7%

Next records
SMILES	VEEV TC-83 Vero	M. tuberculosis HTS	Salmonella PhoP GFP	M. tuberculosis	influenza NS1A	others
COc1ccccc1NC(=O)C(=O)N/N=C/c1cccs1	7.3%	4.2%	0.9%	-24.0%	-4.5%
Cc1nn(Cc2ccc([N+](=O)[O-])cc2)c(=O)n1-c1ccc(F)cc1	3.3%	7.5%	-0.7%	-4.3%	1.0%
COc1ccc(N2CCN(c3ccc(NC(=O)NN)cc3)CC2)cc1	0.1%	-1.6%	-0.1%	53.6%	6.2%
Cn1c(CN2CCCC2)nc2cc(NC(=O)Nc3ccccc3)ccc21	0.7%	9.9%	-4.0%	3.3%	-1.9%
O=C(NCc1ccco1)c1cnc2ccccn2c1=O	0.6%	-15.1%	.	.	9.2%
CSc1nc2ccc(N3C(=O)C4CCCCC4C3=O)cc2s1 (stereo not drawn)	i	40.9%	-3.0%	15.0%	-18.9%
CCOC(=O)C1CCN(C(=S)NC2CC3C=CC2C3)CC1 (stereo not drawn)	4.2%	-6.6%	6.1%	15.7%	.
CS(=O)(=O)c1ccc(Cl)c(NC(=O)c2cccc(Br)c2)c1	0.6%	3.3%	-6.4%	14.7%	6.5%
Cc1ccc2c(c1)C1CN(C)CCC1N2C(=O)COc1ccc(N(C)C(=O)c2ccccc2)cc1 (stereo not drawn)	1.2%	-1.3%	1.3%	12.9%	-9.8%
CCCCCN(C(=O)NC(=O)Nc1ccc(C)cc1C)S(C)(=O)=O	2.0%	2.9%	5.7%	13.4%	-8.3%
CCn1c(SCC(=O)N2CCCC2)nnc1-c1ccco1	2.8%	2.0%	11.8%	-10.0%	6.4%
COC(=O)Cc1ccc(NC(=O)c2ccc(C(C)(C)C)cc2)cc1	4.9%	?	-0.2%	27.0%	-1.1%
Cc1ccc(S(=O)(=O)N2CCCCC2)cc1NC(=O)CCNC(=O)c1ccc([N+](=O)[O-])cc1	1.1%	.	.	.	-7.5%
C=CCSc1nnc(NC(=O)CCNC(=O)c2ccco2)s1	i	-0.3%	5.5%	-1.3%	4.0%
CCOc1ccc(N2C(=O)/C(=C/c3ccccc3)N=C2SC)cc1	0.1%	-3.5%	10.0%	-1.7%	-18.1%
CCOC(=O)Cc1nc2ccccc2[nH]1	1.1%	39.0%	-4.1%	-7.9%	-2.3%
COC(=O)c1ccc(CN2CCN(CCCc3ccccc3)C(CCO)C2)cc1 (stereo not drawn)	i	-1.8%	-2.3%	-0.6%	-0.3%
CC(C)(C)NS(=O)(=O)c1ccc(CCC(=O)NCc2ccccn2)cc1	0.1%	-13.8%	-0.6%	-16.4%	-0.4%
O=C(Nc1cccc(Cl)c1)N1CCOCC1	0.1%	-12.3%	-2.2%	30.0%	5.5%
Cc1ccc(Sc2cc(C(=O)NCCN(C)C)c3ccccc3n2)cc1	0.3%	5.8%	3.0%	12.8%	-20.2%
COC(=O)c1ccc(N2CCN(C)CC2)c(NC(=O)c2sc3ccccc3c2Cl)c1	i	?	1.7%	42.3%	-0.8%
COc1ccc(N(C)S(=O)(=O)c2cccc(C(=O)Nc3nc(C)c(C(C)=O)s3)c2)cc1	8.3%	-3.0%	.	1.3%	-4.4%
CCCCc1nnc(NC(=O)Cn2cnc3ccccc3c2=O)s1	0.8%	-1.1%	-8.8%	11.6%	-3.3%
O=c1c2ccccc2nc2n1C(CSc1ccc(Br)cc1)CN2 (stereo not drawn)	0.3%	-2.1%	-0.9%	-11.1%	4.3%
O=C(CN1C(=O)C2CC=C(Cl)CC2C1=O)NCc1ccccc1 (stereo not drawn)	0.8%	2.2%	-8.9%	-5.3%	-2.9%
CS(=O)(=O)N(CC(=O)Nc1ccccc1Sc1ccccc1)C1CCCCC1	i	-19.1%	-1.5%	0.7%	11.9%
Cc1cc(Nc2ccccc2)n(C(=O)c2ccc(N)cc2)n1	5.2%	5.8%	-4.8%	12.7%	-4.3%
Cc1cccc(-c2ccc3c(c2)C2CC3CCN2C)c1 (stereo not drawn)	i	.	.	.	4.5%
